Screening data: PubChem, several laboratories
Keap1 Nrf2 FP: inhibitors of human Keap1-Nrf2 protein-protein interaction; Keap1 Kelch-Nrf2 peptide fluorescence polarization, 1536-well; inhibition, % at 9.4 µM; 340,000 compounds, 0.15% hits; AID 504523; in the data active means inhibition above about 12%;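 further: human Keap1 Kelch domain with fluorescein labeled Nrf2 9mer peptide probe; 0% = neutral control wells and 100% = peptide positive control; higher means more block of Keap1 binding to Nrf2 peptide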
DAGLB inhibitor: diacylglycerol lipase beta (human) inhibition | Q8NCG7 | HEK293T DAGLB membrane lysate, EnzChek fluorogenic substrate | inhibition, % at 5.17 µM | 340,000 compounds, 0.059% hits; in the data active means inhibition above about 34%;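 further: 0% = enzyme with vehicle and 100% = wells lacking enzyme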
Target sequence (Q8NCG7 whole entry, looked up): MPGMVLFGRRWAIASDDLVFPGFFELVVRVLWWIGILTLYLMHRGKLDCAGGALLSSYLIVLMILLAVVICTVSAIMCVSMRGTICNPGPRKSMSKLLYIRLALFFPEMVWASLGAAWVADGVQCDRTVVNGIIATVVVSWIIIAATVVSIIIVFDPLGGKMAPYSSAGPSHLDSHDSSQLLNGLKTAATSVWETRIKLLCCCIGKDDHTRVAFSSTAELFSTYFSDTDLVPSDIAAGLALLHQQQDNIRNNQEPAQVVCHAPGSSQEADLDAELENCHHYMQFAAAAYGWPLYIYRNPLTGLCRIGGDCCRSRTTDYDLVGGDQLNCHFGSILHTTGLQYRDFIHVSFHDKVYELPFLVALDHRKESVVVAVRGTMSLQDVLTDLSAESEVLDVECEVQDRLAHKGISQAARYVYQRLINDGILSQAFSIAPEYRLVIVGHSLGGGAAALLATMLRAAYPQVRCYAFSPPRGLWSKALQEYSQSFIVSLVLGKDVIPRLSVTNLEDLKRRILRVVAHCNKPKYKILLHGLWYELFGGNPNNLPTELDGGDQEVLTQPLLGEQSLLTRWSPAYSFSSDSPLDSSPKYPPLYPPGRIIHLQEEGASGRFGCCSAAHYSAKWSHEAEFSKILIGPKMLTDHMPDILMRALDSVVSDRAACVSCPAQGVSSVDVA
LANA DNA inh: KSHV C-LANA DNA binding inhibition; AID 504423; MBP-C-LANA/FAM-LBS DNA binding, fluorescence polarization; inhibition, % at 9 µM; 340,000 compounds, 0.078% hits;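 active means highest replicate inhibition at or above 60% at 9 µM, even if other replicates fall short; inactive means all replicates below 60% inhibition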;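 further: 0% = neutral control wells and 100% = 4 µM acridine orange control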
V-ATPase pH: regulators of yeast V-ATPase proton transport; S. cerevisiae, pHLuorin cytosolic pH fluorescence; 350,000 compounds, 0.37% hits; AID 504577; response, % at 10 µM; in the data active means response mostly above about 7.3%, no sharp cut-off; inactive means mostly below about 5.4%; further: actives read high; inactives centre near 0; some compounds called inactive have numbers as strong as hits; reference of the scale not given here
CAL PDZ FP-1: inhibitors of human CAL PDZ peptide binding; AID 504414; inhibition, % at 20 µM; purified CAL PDZ, TMR-peptide fluorescence polarization, 1 h; 330,000 compounds, 0.02% hits; Q9HD26;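 active means highest replicate inhibition of at least 40%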;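 further: plate controls were DMSO neutral control wells for no effect and unlabeled competitor peptide control wells for full effect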
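material = purified tagged CAL PDZ domain construct (CerCALP) | compound dosing = 20 µM, one dose | times = 1 h at RT | measured by = fluorescence polarization from S- and P-plane intensities, G-factor corrected | read-out = inhibition from polarization loss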
NSD2 HMT inh: inhibitors of human histone methyltransferase NSD2; inhibition, % at 12.5 µM; O96028; AID 743445; 310,000 compounds, 0.54% hits; NSD2 peptide methylation, AlphaScreen, 120 min; in the data active means inhibition above about 50%
Pemphigus Ab inh: human desmoglein-3 autoantibody binding inhibition; binding (percent of control), % at 10 µM; DSG3-coupled beads, scFv-anti-DSG3-GFP binding, flow cytometry; stronger effect = lower value; 310,000 compounds, 0.48% hits; P32926;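 active means binding more than 3 SD below its plate's average and above zero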;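 further: hits lower antibody fragment binding to DSG3; some compounds called inactive have numbers as strong as hits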
Arrestin-AP2 inh: blocks beta-arrestin peptide binding to AP2 adaptin; FITC-arrestin peptide / GST-AP2 beads, flow cytometry; AP2 beta2 appendage carries R879A mutation; inhibition, % at 10 µM; 340,000 compounds, 0.31% hits; AID 504490;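 active means inhibition above a set limit, near 3 SD of compounds lacking own fluorescence, cut at about 54% in these data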;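 further: plate controls were DMSO wells for no effect and 5 µM unlabelled arrestin peptide for full effect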
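System: GST-AP2 R879A glutathione beads | Also added: FITC-arrestin peptide, 50 nM | Times: 12 min plus 1 h, RT | Signal: Bead flow cytometry, FITC channel | Buffer or medium: PBS with 0.05% Tween 20 and 0.1% BSA | Read-out basis: Percent drop in bead-associated FITC signal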
CAL PDZ FP-2: CAL PDZ (human) peptide binding inhibition; Q9HD26; purified CAL PDZ, TMR-peptide fluorescence polarization, 1 h; inhibition, % at 24.9 µM; 300,000 compounds, 0.92% hits; AID 602252;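 active means mean inhibition of at least 30% with at least half of replicates also reaching 30%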;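 further: 0% = DMSO neutral control and 100% = excess unlabeled competitor peptide PRC23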
Cardiac RTF inh: cardiac RTF calcium desensitization. P19429+P45379. IANBD-labeled cardiac RTF, Ca2+ fluorescence. inhibition, % at 7.15 µM. 340,000 compounds, 0.12% hits. AID 493244;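 active means inhibition above the mean inhibition of all tested compounds plus 3 SD, cut at about 17% in these data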;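 further: assay run at fixed EC70 calcium of 1.6 mM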
* hit, by the source's call; x = no result given.

SMILES	Keap1 Nrf2 FP	DAGLB inhibitor	LANA DNA inh	V-ATPase pH	CAL PDZ FP-1	NSD2 HMT inh	Pemphigus Ab inh	Arrestin-AP2 inh	CAL PDZ FP-2	Cardiac RTF inh
CCOC(=O)C1CCCN(CC(=O)N(C)c2c(N)n(Cc3ccccc3)c(=O)[nH]c2=O)C1 (configuration not stated)	-4	2	-0.8	x	0.8	2	103	-15	-4	0
Cn1ccsc1=NC(=O)c1ccc(OC(F)(F)F)cc1	1	-5	-0.8	5	-1.7	14	175	5	-2	-4
COc1cc(OC)cc(C(=O)NCc2ccc3c(c2)OCO3)c1	1	1	1.2	3	-1.6	-1	104	2	-3	-5
CCOc1ccccc1NC(=O)C1CCCCN1S(=O)(=O)c1ccc(F)cc1 (configuration not stated)	-1	-12	-0.2	-2	-2.1	-5	105	-12	-3	4
Cc1ccc(C(CC(=O)O)Nc2nc(N3CCCCC3)nc(N3CCCCC3)n2)cc1 (configuration not stated)	-1	3	9.7	1	x	1	103	-13	-5	2
CCOc1ccccc1N1CCN(CC(=O)Nc2ncc(C)s2)CC1	1	-1	1.2	-2	-0.1	3	120	5	-2	-1
Cc1ccc(/C=C2/SC(=O)N(CC(=O)N3CCOCC3)C2=O)s1	1	-2	0.7	2	-2.6	0	115	-8	-1	-9
COc1ccc(CC(=O)NCc2nnc(SCc3ccc([N+](=O)[O-])cc3)n2C)cc1	2	2	-0.6	1	-1.7	-6	90	19	-1	-10

Next entries
SMILES	Keap1 Nrf2 FP	DAGLB inhibitor	LANA DNA inh	V-ATPase pH	CAL PDZ FP-1	NSD2 HMT inh	Pemphigus Ab inh	Arrestin-AP2 inh	CAL PDZ FP-2	Cardiac RTF inh
CC(=O)O[C@H]1C[C@@H]2CC[C@@H]3[C@H](CC[C@@]4(C)[C@H]3C[C@H]([N+]3(C)CCCCC3)[C@@H]4OC(C)=O)[C@@]2(C)C[C@@H]1[N+]1(C)CCCCC1	-3	0	2.4	-5	-0.1	x	95	9	-1	3
Cc1ccc(C)c(S(=O)(=O)Nc2ccc(S(=O)(=O)Nc3ncccn3)cc2)c1	0	-1	1.5	-2	0.3	0	92	0	-5	-6
COc1ccc([C@@H]2[C@H]3CN(C(C)=O)CC=C3C(C#N)=C(N)C2(C#N)C#N)c2ccccc12	-3	4	0.3	-1	-0.2	x	98	5	16	-5
CCCOC(=O)CCn1c(=S)oc2ccccc21	1	-6	-0.6	-1	-1.4	x	94	18	11	-14
CC1CCN(CC(O)COCCOc2ccc(Br)cc2)CC1 (configuration not stated)	-4	0	-3.5	1	0.2	0	102	-5	4	-4
COCCCN(C(=O)CSCC(=O)Nc1ccc(C)cc1)c1c(N)n(Cc2ccccc2)c(=O)[nH]c1=O	-6	1	-0.4	0	-1.1	1	96	-11	x	-5
CCN(CC)CCN(C(=O)c1cccc([N+](=O)[O-])c1)c1nc2ccc(OC)cc2s1	0	1	0.0	-1	-0.8	13	94	5	-7	-6
COc1cc2c(c(OC)c1)C(c1cccc(OC)c1OC)CC(=O)N2 (configuration not stated)	-2	-3	-0.3	-2	-1.4	x	100	5	x	-3

Other records.
SMILES	Keap1 Nrf2 FP	DAGLB inhibitor	LANA DNA inh	V-ATPase pH	CAL PDZ FP-1	NSD2 HMT inh	Pemphigus Ab inh	Arrestin-AP2 inh	CAL PDZ FP-2	Cardiac RTF inh
O=C(/C=C/c1cc([N+](=O)[O-])ccc1OC(F)F)Nc1cccc(OC(F)F)c1	3	-3	-0.4	4	1.0	-2	79	8	-3	7
COc1cc(CSc2nc(-c3ccccc3)cc(=O)[nH]2)cc(OC)c1	2	1	-0.5	3	-2.7	-1	107	-6	-2	-5
CN(C)CCCNC(=O)c1cc(C(=O)c2ccc(F)cc2)c[nH]1	-4	1	1.0	3	1.0	0	118	0	-3	1
Cc1ccccc1C1CCCN(C(=O)c2cc(COc3c(F)cccc3F)on2)C1 (configuration not stated)	-7	-6	0.3	6	-3.8	0	93	-3	-4	-1
CCc1ccc(S(=O)(=O)Nc2ccccn2)cc1	-2	-8	-0.9	-1	-0.2	-1	98	5	1	-7
COc1cccc(NC(=O)CSc2nnc(COc3ccc4c(c3)CCCC4)o2)c1	-3	-6	0.6	-3	0.0	2	103	-8	x	-5
CSc1nc(N)c(C(=O)N(c2ccccc2)c2ccccc2)s1	x	0	x	-1	x	-2	106	x	x	x
CC1CCCCN1Cc1c(O)ccc2c(=O)c(-c3nc4ccccc4s3)coc12 (configuration not stated)	-5	2	1.6	0	-2.6	6	97	3	-2	7

(further entries)
Under each structure – Keap1 Nrf2 FP, DAGLB inhibitor, LANA DNA inh, V-ATPase pH, CAL PDZ FP-1, NSD2 HMT inh, Pemphigus Ab inh, Arrestin-AP2 inh, CAL PDZ FP-2, Cardiac RTF inh
CC(C)Oc1ccc(C(=O)N2CCCC2C(=O)O)cc1 (configuration not stated)
 : -1, 4, -0.1, 0, -1.8, 0, 104, 1, -2, -6
CC1CN(C(=O)c2ccccc2NS(=O)(=O)c2cccc([N+](=O)[O-])c2)CC(C)O1 (configuration not stated)
 : -9, 2, -1.0, -1, -2.4, -10, 105, 2, -4, 3
CCOc1ccc(C)cc1S(=O)(=O)NC1CCCCCC1
 : 2, -4, 0.0, 0, -3.0, -4, x, -1, -4, 12
CC1=C(C)CC(C(=O)NCc2ccc3c(c2)OCO3)C(C(=O)O)C1 (configuration not stated)
 : 0, 1, -0.8, 0, -1.5, 0, 107, 2, 2, 6
O=[N+]([O-])c1cc(/C=N/O)ccc1Oc1ccccc1Cl
 : -5, 0, -0.9, 1, -2.2, 6, 92, -7, -6, -1
C=CCn1c(C)cc(C(=O)CSc2nc(N)cc(N)n2)c1C
 : -1, 2, -1.2, 1, -0.1, 2, 100, -7, -5, 2
COc1ccc(O)c(C(=O)CC(=O)c2cccnc2)c1
 : -2, 0, 0.8, 3, -0.5, 0, x, -6, -4, -2
CCN(CC)CCN(C(=O)CN1C(=O)CCC1=O)c1nc2cc3c(cc2s1)OCO3
 : -4, -2, 1.3, -1, -0.8, x, 110, -9, -6, -10
CC(C)CC(CO)N1CCN(C(=O)c2ccc(Cl)cc2)CCC1=O (configuration not stated)
 : -3, 1, 0.6, -8, -0.3, x, 99, 2, 0, -3
COc1ccccc1N1CCN(C(=O)CC(NC(=O)c2ccccc2Cl)c2ccccc2)CC1 (configuration not stated)
 : -3, -1, -2.1, 6, -1.1, 0, 100, -9, -5, -4
O=C(O)C1CCCCC1C(=O)Nc1ccc(S(=O)(=O)N2CCCCCC2)cc1 (configuration not stated)
 : -1, -1, 0.2, 1, -0.8, 5, x, 17, x, -19
CCP(=O)(CC)C(C)(C)CP(=O)(c1ccccc1)c1ccccc1
 : 0, 1, -0.3, 7, -0.1, 0, 106, 8, 8, -1
O=C(OCc1ccc([N+](=O)[O-])cc1)c1ccc2ccccc2n1
 : 2, -1, -9.2, -5, -1.3, 1, 100, 1, -3, 1
COCCCNC(=O)CN1C(=O)/C(=C\c2ccc(C)cc2)Sc2ccccc21
 : -2, -2, 1.7, 4, -2.8, -3, 122, 23, -3, -8
CC(C(=O)NC1(C#N)CCCCC1)N(C)CC(=O)Nc1ccc(Cl)c(Cl)c1 (configuration not stated)
 : 2, 2, -2.4, -1, -1.2, -4, x, 1, -3, 2

Additional compounds.
Under each structure – Keap1 Nrf2 FP, DAGLB inhibitor, LANA DNA inh, V-ATPase pH, CAL PDZ FP-1, NSD2 HMT inh, Pemphigus Ab inh, Arrestin-AP2 inh, CAL PDZ FP-2, Cardiac RTF inh
Cc1ccccc1N(CC(=O)NCCSCc1ccccc1)S(C)(=O)=O
 : -1, 0, -0.3, -2, 0.6, -4, 122, -2, -5, -17
CC(C)(C)c1ccc(NC(=S)NCc2cccs2)cc1
 : 0, -8, -0.2, 3, -1.7, -3, 110, -3, -6, -1
N=c1oc2ccc3ccccc3c2cc1C(N)=S
 : 0, 6, 3.1, -2, -5.7, 3, 80*, 9, 0, 4
COc1cc(CC(NC(C)=O)C(=O)NC2CCN(C(=O)Nc3ccc(C)cc3)CC2)cc(OC)c1 (configuration not stated)
 : -1, -1, -0.2, 3, -2.2, -1, 106, -3, 1, -15
Cn1nc(C(F)(F)F)c(-c2ccccc2)c1NC(=O)CSCC(=O)O
 : 3, 0, -1.5, -1, -0.8, -2, x, 35, -1, 5
C=CCNC(=S)Nc1sc2c(c1C(=O)OCC)CC(C(C)C)OC2 (configuration not stated)
 : -4, -5, -1.9, 2, -3.1, -7, 103, -7, x, -1
COC(=O)c1[nH]c2c(c1C)C(=O)CC(c1cc(OC)c(OC)c(OC)c1)C2 (configuration not stated)
 : 0, -3, -1.0, -2, -1.3, -2, 102, 31, -3, -8
Cc1[nH]ccc(=O)c1OCc1c(Cl)cccc1Cl
 : 0, 1, -0.9, 4, -3.6, -6, 101, 11, -2, 3
O=C(Nc1nc(-c2ccc3ccccc3c2)cs1)C1CCN(S(=O)(=O)c2cccs2)CC1
 : -2, -3, 0.6, 1, -0.6, -1, 106, 23, -22, -12
CNC[C@H]1Oc2c(NC(=O)c3ccc(-c4nccs4)cc3)cccc2C(=O)N([C@@H](C)CO)C[C@@H]1C
 : 3, 0, -2.5, -2, -0.2, x, 106, -12, 1, 1
CCCCN1Cc2ccccc2Oc2cc(Br)ccc2S1(=O)=O
 : -7, -11, 2.4, 3, -0.9, x, 109, -9, -2, -4
O=C(Nc1cccc(-c2ccc(N3CCCCC3)nn2)c1)c1ccco1
 : -3, 6, -0.6, -1, -2.9, -2, 96, 8, -5, -13
COc1ccc(NC(=O)n2ncc3c(C)cccc32)cc1OC
 : -8, 2, -0.2, 0, 0.4, 1, 99, -5, 1, -1

These rows are one share of the data; count on the stated rates, not on these rows.
